# High-throughput results: PubChem, several laboratories
# RTF Ca sens act – increases calcium sensitivity of human cardiac regulated thin filaments; activation, % at 7.2 µM; 340,000 tested, 0.24% active; IANBD-labeled TnC RTF fluorescence at EC20 calcium; 0% EC20 calcium, 100% full calcium; P19429+P45379;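 active = activation above the mean over all tested compounds plus 3 SD, cut at about 30% in these data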;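 also: rise in fluorescence read as greater calcium sensitivity of cardiac thin filaments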
# dFosB act – enhances mouse delta FosB homodimer DNA binding. P13346. 340,000 tested, 0.99% active. activation, % at 25 µM. purified delta FosB, TAMRA-CDK5 oligo fluorescence polarization; percent of positive-control signal above neutral wells. AID 493131;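 active = mean activation above about 17%, with every replicate also reaching it, limit read from the data, passing the limit was not always enough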;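 also: fluorescence polarization rise as delta FosB binds a TAMRA Cdk5 AP-1 oligo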
# Target sequence (P13346 whole entry, looked up): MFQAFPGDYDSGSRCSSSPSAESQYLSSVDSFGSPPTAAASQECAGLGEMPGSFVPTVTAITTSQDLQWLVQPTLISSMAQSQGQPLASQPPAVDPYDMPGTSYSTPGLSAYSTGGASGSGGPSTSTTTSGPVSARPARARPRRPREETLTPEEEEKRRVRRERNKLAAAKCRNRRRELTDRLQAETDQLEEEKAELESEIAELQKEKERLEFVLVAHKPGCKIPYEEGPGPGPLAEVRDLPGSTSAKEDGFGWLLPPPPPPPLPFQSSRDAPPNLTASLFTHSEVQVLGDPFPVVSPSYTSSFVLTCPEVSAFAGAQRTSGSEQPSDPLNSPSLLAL
# PvdQ acylase – blocks Pseudomonas aeruginosa PvdQ acylase activity. purified PvdQ acylase, fluorescence plate reader. inhibition, % at 10 µM. 340,000 tested, 0.063% active. AID 488965; in the data active = inhibition above about 30%, passing the limit was not always enough;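 also: 0% = vehicle neutral wells and 100% = reference inhibitor wells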
# NSD2 inh – NSD2 (human) methyltransferase inhibition. O96028. NSD2 peptide methylation, AlphaScreen, 120 min. inhibition, % at 12.5 µM. 310,000 tested, 0.54% active; in the data active = inhibition above about 50%
# PfHsp90 yeast 2 – reduces growth (ATP signal) of yeast expressing P. falciparum Hsp90; 310,000 tested, 0.32% active; S. cerevisiae expressing PfHsp90, BacTiter-Glo ATP, 48 h; yeast lacking PDR1 and PDR3 efflux regulators; inhibition, % at 9.4 µM;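 active = every replicate shows inhibition above about 80%, whatever the replicate mean, limit read from the data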;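 also: 0% = DMSO neutral controls and 100% = 20 µM radicicol positive controls; yeast relying on Plasmodium falciparum Hsp90 in place of its own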
# RTF Ca sens inh – cardiac RTF calcium desensitization; IANBD-labeled cardiac RTF, Ca2+ fluorescence; AID 493244; inhibition, % at 7.15 µM; 340,000 tested, 0.12% active;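 active = inhibition above the mean inhibition of all tested compounds plus 3 SD, cut at about 17% in these data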;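 also: assay run at fixed EC70 calcium of 1.6 mM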
# C-LANA FP – inhibitors of KSHV LANA C-terminal domain DNA binding. MBP-C-LANA/FAM-LBS DNA binding, fluorescence polarization. inhibition, % at 9 µM. 340,000 tested, 0.078% active. AID 504423;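 active = highest replicate inhibition at or above 60% at 9 µM, even if other replicates fall short; inactive = all replicates below 60% inhibition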;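 also: 0% = neutral control wells and 100% = 4 µM acridine orange control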
# Keap1-Nrf2 PPI – Keap1-Nrf2 (human) interaction inhibition. Q14145. inhibition, % at 9.4 µM. 340,000 tested, 0.15% active. Keap1 Kelch-Nrf2 peptide fluorescence polarization, 1536-well. AID 504523; in the data active = inhibition above about 12%;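 also: human Keap1 Kelch domain with fluorescein labeled Nrf2 9mer peptide probe; 0% = neutral control wells and 100% = peptide positive control; higher means more block of Keap1 binding to Nrf2 peptide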
# Rtt109 Vps75 – blocks Candida albicans Rtt109/Vps75 acetyltransferase activity | 330,000 tested, 0.16% active | inhibition, % at 34.9 µM | purified Rtt109/Vps75, ThioGlo CoA-SH fluorescence, 4 h | Q5AAJ8;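 active = inhibition of at least 50% in every replicate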
# Target sequence (Q5AAJ8 whole entry, looked up): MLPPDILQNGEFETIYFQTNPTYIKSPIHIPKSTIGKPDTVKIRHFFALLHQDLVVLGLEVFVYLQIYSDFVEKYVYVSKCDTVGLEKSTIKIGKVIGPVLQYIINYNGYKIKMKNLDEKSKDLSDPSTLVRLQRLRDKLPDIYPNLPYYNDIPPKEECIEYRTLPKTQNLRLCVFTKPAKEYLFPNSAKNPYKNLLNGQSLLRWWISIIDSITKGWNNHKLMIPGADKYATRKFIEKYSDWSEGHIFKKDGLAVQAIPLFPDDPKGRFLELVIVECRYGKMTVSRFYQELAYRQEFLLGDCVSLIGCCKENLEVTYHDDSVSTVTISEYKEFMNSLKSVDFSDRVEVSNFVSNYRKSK
# CDK5 inh – blocks human CDK5/p35 kinase activity; inhibition, % at 10 µM; 330,000 tested, 0.01% active; Q00535+Q15078; Recombinant CDK5/p35, ADP-Glo luminescence, 60 min;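 active = highest replicate inhibition of at least 50% and at least 75% of replicates reaching 50%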;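 also: plate controls were DMSO neutral control for no effect and GW8510 at 10 µM for full effect; many of its hits are not listed in these tables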
# SUMO Mot1 rescue – SUMOylation pathway inhibition by Mot1-301 growth rescue; S. cerevisiae Mot1-301 growth rescue, ATP luminescence, 38.5C; percent above DMSO median, 100 means doubled; growth rescue, % at 18.8 µM; 320,000 tested, 1% active; AID 2716;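 active = every valid replicate shows activation above 250% relative to neutral control wells; inactive = the rest, any valid replicate at or below 250%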;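 also: OY570 slx delta 5 strain wells were the positive control but not used for scaling; some compounds called inactive have numbers as strong as hits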
# Active calls of the source: *; x = no result given. The order is random. Share with any hit: about 3.2%.
SMILES,RTF Ca sens act,dFosB act,PvdQ acylase,NSD2 inh,PfHsp90 yeast 2,RTF Ca sens inh,C-LANA FP,Keap1-Nrf2 PPI,Rtt109 Vps75,CDK5 inh,SUMO Mot1 rescue
CCN(CC)S(=O)(=O)c1cc(C(=O)Nc2ccncc2)ccc1Cl,10,-10,-9,x,x,-4,2.4,-1,-2,-0.3,-12
Cn1nnnc1Sc1ncnc2scc(-c3cccc(F)c3)c12,1,-12,-10,x,5,-3,0.3,-4,11,0.4,1
COc1ccc(Br)cc1/C=C/C(=O)NC(=S)Nc1ccc(Cl)c(C(=O)O)c1,-4,-8,-12,1,-40,6,1.3,-1,16,2.4,-1
COc1ccc(S(=O)(=O)N(C)C[C@H]2Oc3ccc(NC(=O)Cc4cn(C)c5ccccc45)cc3C(=O)N([C@@H](C)CO)C[C@@H]2C)cc1,6,3,-18,x,-13,-3,-0.8,1,5,-1.5,-2
CC(=O)Nc1ccc(NC(=O)COc2ccc(S(=O)(=O)N3CCCC3)cc2C)cc1,-2,-2,-17,1,-13,-7,-0.1,-4,-15,1.0,157
COc1ccccc1CNC(=S)NCc1ccc(Cl)cc1,0,-9,-3,0,38,-10,0.6,-2,1,-1.7,15
S=C(Nc1ccc(Cl)cc1)Nc1ccc2c(c1)OCCO2,-2,-6,-9,3,-3,3,0.3,-6,0,1.0,-1
Cc1cc2ncn(C(=O)N3CCOCC3)c2cc1C,5,0,-3,-4,-7,-1,-0.5,0,x,2.8,-3
OC(c1ccc2ccccc2n1)c1c(Cl)cccc1Cl (centres undefined),-2,0,7,-5,17,3,x,-1,1,-0.9,x
COc1ccc(NS(=O)(=O)NC(=O)c2c[nH]c3ccccc23)cc1,1,3,-12,4,22,1,-0.9,-3,-1,-7.5,-17
O=c1c(-c2ccccc2)coc2c(CN3CCOCC3)c(O)ccc12,-2,8,-11,2,-8,2,-2.3,2,-33,-0.8,-20
Cc1cc(-c2nnc(SCC(=O)NC3CCCC3)o2)no1,5,-2,-9,5,12,-3,-0.4,-4,-12,-5.2,-17
CN(C)CCCN1C(=O)C2CCc3[nH]c4ccccc4c3C2C1=O (centres undefined),6,-8,11,8,4,19*,3.6,0,-21,1.7,-3
CC(=O)c1ccccc1OC(=O)COc1ccc([N+](=O)[O-])cc1,1,-5,-11,-1,14,2,-1.1,-4,-4,-0.3,-10
O=C1COc2ccccc2CN1,3,0,-18,0,-4,-6,-0.3,2,-4,1.2,-2
CO/N=C(/CS(=O)Cc1ccc(Cl)cc1)c1ccc(Cl)cc1 (centres undefined),7,-4,-8,x,-13,-7,-3.2,-2,-2,-1.0,-5
Cc1ccccc1SCC(=O)NNC(=O)c1ccncc1,-4,-4,-13,-1,-3,6,-1.0,1,6,-1.7,0
Cc1cccc(C)c1NC1=C(Cl)C(=O)OC1OC(=O)c1ccccc1 (centres undefined),0,-4,-13,-2,-27,-18,0.1,1,-2,1.0,14
Cc1nnc(NC(=O)C2CC(=O)N(C(C)c3ccccc3)C2)s1 (centres undefined),3,-4,-9,19,20,-1,1.3,2,-12,-1.2,-15
CC1CCc2nc(NC(=O)CCSc3ccccc3)sc2C1 (centres undefined),-3,-4,-14,x,-20,-7,-1.7,-4,2,-1.6,1
CC(=O)Nc1c(O)nc(SCC(=O)N2CCCCC2)[nH]c1=O,6,-11,2,7,-11,-19,-4.0,-1,9,0.3,2
COc1ccc(NC(=O)c2cc3c(Cl)nc4ccccc4c3s2)c(OC)c1,-12,-4,7,0,10,-5,2.7,3,-8,-0.6,640
COC(=O)CSc1nc2c(c(-c3ccc(O)cc3)c1C#N)CCCC2,-3,-13,0,0,-6,4,-0.4,-4,20,0.2,3
CCOc1ccccc1NC(=O)N1C2CCCC1CC(NC(=O)C1CC1)C2 (centres undefined),-7,-3,-5,-1,-3,0,-0.5,0,-4,1.6,150
O=C(CCNS(=O)(=O)c1ccc2[nH]c(=O)oc2c1)NCc1ccccc1,-2,-1,-1,0,2,8,1.0,3,18,0.4,3
CNC(=O)C1CCC(=O)N1Cc1ccc(C)cc1 (centres undefined),4,3,-10,1,-2,3,-1.0,-1,-4,0.3,302
COC(C(=O)Nc1ccc(C(C)=O)cc1)c1ccccc1 (centres undefined),5,-10,-6,1,-4,-5,0.0,1,10,-1.0,300
CSc1ccc(/C=C(\NC(=O)c2ccco2)C(=O)N2CCCCC2)cc1,-2,-6,8,0,-5,-1,-0.1,6,12,-0.6,6
Cc1ccc2nc(-c3ccc(N4C(=N)SC5CS(=O)(=O)CC54)cc3)sc2c1 (centres undefined),7,2,-10,0,-7,-20,-0.2,-1,7,2.3,212
CCCOC(=O)c1ccc(N2C(=O)c3ccccc3C2=O)cc1,1,0,-12,-2,-7,-11,0.3,-4,-17,0.0,-13
O=C(NCc1cccnc1)c1ccccc1-c1nc(-c2ccccc2)no1,3,-6,-18,-9,6,-7,1.1,-6,x,0.2,20
COc1cccc(N(CC(=O)NCCSCc2ccco2)S(=O)(=O)c2ccccc2)c1,-7,-5,5,-4,-79,3,2.0,-2,0,-1.7,85
O=C(c1ccc(N2C(=O)c3ccccc3C2=O)cc1)N1CCCCC1,7,2,-17,-3,-2,-7,1.4,3,0,-0.6,7
COC(=O)CN1C(=O)[C@H]2[C@@H](c3ccc(C)o3)N3C(=O)CN(CC4CC4)C(=O)[C@@]3(Cc3ccccc3)[C@H]2C1=O,-5,3,9,x,17,-7,-0.8,5,14,-1.5,-20
O=C(c1ccccc1)N1CCC(c2nc(-c3ccc(S(=O)(=O)N4CCOCC4)cc3)no2)CC1,6,-5,-16,28,-15,-7,1.2,-1,-4,1.7,1
O=C(N/N=C/c1cccnc1)c1ccccc1Cl,-2,-5,1,-3,-6,3,1.9,-3,10,1.0,12
CC(C)(CNC(=O)CCC1CCCC1)CNC(=O)CCC1CCCC1,-1,-9,-9,-1,-3,-6,1.4,-1,1,-2.0,13
O=C(c1ccccc1Br)N1CCC(c2nc3ccccc3s2)CC1,-1,-8,4,0,1,0,-1.3,0,2,0.4,87
Cc1ccc(S(=O)(=O)C2CCCCC2=O)cc1 (centres undefined),-5,-1,-11,-2,-19,-2,0.5,0,x,0.7,34
O=C(c1cc2nc(-c3cccs3)cc(C(F)(F)F)n2n1)N1CCCc2ccccc21,-11,-2,4,-2,3,-2,-1.0,-2,-5,-0.4,73
O=C(Cc1ccccc1[N+](=O)[O-])N1CCN(S(=O)(=O)c2ccccc2)CC1,-3,-10,-6,-2,8,-5,1.0,0,-9,0.3,118
CSc1nc2ccc(S(=O)(=O)N3CCc4ccccc43)cc2s1,5,-11,-12,0,-19,3,2.0,-3,3,0.4,15
O=C(O)c1cccc(-n2nc(-c3ccc(Cl)c([N+](=O)[O-])c3)c3ccccc3c2=O)c1,-1,-5,-2,6,3,-5,0.1,-5,8,-4.6,6
O=C(O)c1ccc(CNC(=O)C2CCCN2C(=O)OCc2ccccc2)cc1 (centres undefined),1,0,-1,-4,-12,-5,0.3,1,3,0.0,513
COc1ccc(C2C(C(C)=O)=C(O)C(=O)N2c2cccnc2)c(OC)c1 (centres undefined),-3,-2,9,0,x,-5,-1.9,-3,1,4.2,64
CN(CC(=O)Nc1ccc(F)c(F)c1F)C(=O)C1CCN(C(=O)Nc2ccccc2)CC1,-5,3,0,0,4,-2,1.2,1,0,0.2,2
COc1ccc(NC(=O)c2cccc(S(=O)(=O)N(C)c3ccccc3)c2)cn1,-1,-15,-8,0,5,-12,0.8,3,5,1.7,61
O=C(Nc1ccncc1)c1cc2ccccc2o1,-7,-16,-2,1,-10,-9,-1.1,2,-3,3.5,73
COc1cccc(COC(=O)CSCC(=O)Nc2cccc(C)c2)c1OC,0,-5,-12,-3,-101,-2,-8.3,-1,2,-1.2,-5
Cc1cccc(C(=O)NC2CC3CCC(C2)N3C)c1 (centres undefined),2,6,-14,0,x,-5,0.6,-5,4,-0.4,x
CC(=O)c1ccccc1NC(=O)c1ccc(N2CCCC2=O)cc1,11,-28,-7,0,x,-24,0.5,-3,2,2.8,1
COc1ccc(N2CCN(C(=O)c3ccc4c(=O)n5c(nc4c3)CCCCC5)CC2)cc1,-2,-6,-6,x,-13,-7,-0.6,-3,1,1.3,-15
O=C(NCC1CCN(c2ccc(S(=O)(=O)N3CCOCC3)cc2)CC1)c1ccc(Cl)cc1,5,-3,-16,1,0,1,-1.6,-2,7,1.6,849
CCc1nnc(NC(=O)C2CSC3(C)CCC(=O)N23)s1 (centres undefined),-1,-7,-2,0,1,-13,-0.3,1,-6,0.2,90
O=C(NNC(=O)c1oc2ccccc2c1-n1cccc1)c1ccco1,4,3,-18,x,9,4,0.5,-3,0,-2.5,108
CC(=O)Nc1ccc(OCc2nnc(-c3ccc(Cl)cc3)o2)cc1,3,-1,-4,0,13,2,3.4,5,-1,-0.8,-15
Cn1nnc2cc(C(=O)N3CCCCCC3)ccc21,3,-4,-17,-1,x,-8,0.8,0,1,-1.4,13
CCC(C)NC(=O)c1ccccc1NC(=O)C1COc2ccccc2O1 (centres undefined),1,-2,-9,-2,5,1,2.4,2,-3,0.4,2
Cc1onc(-c2ccccc2Cl)c1C(=O)NC(=S)NCCc1ccccc1,-4,-3,0,-1,3,4,-1.4,-4,-6,x,-2
C/C(=N\Nc1cc(-c2ccccc2)nc(-c2ccc(Br)cc2)n1)c1cccc(N)c1,1,-12,3,-1,x,-1,-1.1,-3,0,0.0,-3

# Record cards, as listed above.
# `CC(=O)Nc1ccc(OCc2nnc(-c3ccc(Cl)cc3)o2)cc1` reads RTF Ca sens act = 3; dFosB act = -1; PvdQ acylase = -4; NSD2 inh = 0; PfHsp90 yeast 2 = 13; RTF Ca sens inh = 2; C-LANA FP = 3.4; Keap1-Nrf2 PPI = 5; Rtt109 Vps75 = -1; CDK5 inh = -0.8; SUMO Mot1 rescue = -15
# `CCc1nnc(NC(=O)C2CSC3(C)CCC(=O)N23)s1` (centres undefined) reads RTF Ca sens act = -1; dFosB act = -7; PvdQ acylase = -2; NSD2 inh = 0; PfHsp90 yeast 2 = 1; RTF Ca sens inh = -13; C-LANA FP = -0.3; Keap1-Nrf2 PPI = 1; Rtt109 Vps75 = -6; CDK5 inh = 0.2; SUMO Mot1 rescue = 90

# Other results.
SMILES,RTF Ca sens act,dFosB act,PvdQ acylase,NSD2 inh,PfHsp90 yeast 2,RTF Ca sens inh,C-LANA FP,Keap1-Nrf2 PPI,Rtt109 Vps75,CDK5 inh,SUMO Mot1 rescue
CN1CCN(c2ccc(S(=O)(=O)N3CCOCC3)cc2NC(=O)CCc2ccccc2)CC1,1,-6,8,0,-3,2,-11,1,-2,0.5,8
COc1cc(OC)cc(C(=O)NNC(=O)NC2CCCCC2)c1,0,-3,-3,0,-11,9,-1.1,1,9,0.3,1
Cc1ccc2nc(C)cc(C(=O)N3CCCC(N4CCN(c5ccccc5C)CC4)C3)c2c1 (centres undefined),-3,-7,-7,5,-17,0,-0.4,1,-2,0.8,-13
COc1cccc(CNC(=O)C2(C)Oc3ccccc3NC2=O)c1 (centres undefined),0,-2,-4,-1,27,13,1.7,-3,-9,0.1,-18
O=C1N(CN2CCN(Cc3ccccc3)CC2)c2ccccc2C12OCCCO2,6,-3,-10,-8,10,4,3.3,-3,6,-3.2,2
